NALP1 yeast inh: NALP1 inhibition | S. cerevisiae NALP1/ASC/caspase-1 growth, X-gal OD620, 72 h | inhibition, % at 10 µM | 280,000 tested, 0.61% active; in the data active = inhibition mostly above about 24%, no sharp cut-off; inactive = mostly below about 32%; also: some compounds called inactive have numbers as strong as hits
MEKK2 WT-MEK5: raises or lowers MEK5 binding to wildtype human MEKK2 PB1 domain; AID 1531; 290,000 tested, 1.1% active; binding response (% of control), % at 10 µM; bead flow cytometry, Alexa488-MEK5 binding to MEKK2 WT; actives lie on both sides; Q9Y2U5; in the data active = binding response below about 67% or above about 130%
OXTR agonist: activates the human oxytocin receptor; P30559; activation, % at 3 µM; 320,000 tested, 0.32% active; AID 2435; CHO-OTR cells, Fluo-8 calcium fluorescence; normalized: DMSO 0%, oxytocin 100%;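 active = activation above the mean of all tested compounds plus 3 SD, cutoff set per screening run, cut at about 20% in these data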;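 also: peak over basal fluorescence ratio from a 100 s FLIPR kinetic read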
Target sequence (P30559 whole entry, looked up): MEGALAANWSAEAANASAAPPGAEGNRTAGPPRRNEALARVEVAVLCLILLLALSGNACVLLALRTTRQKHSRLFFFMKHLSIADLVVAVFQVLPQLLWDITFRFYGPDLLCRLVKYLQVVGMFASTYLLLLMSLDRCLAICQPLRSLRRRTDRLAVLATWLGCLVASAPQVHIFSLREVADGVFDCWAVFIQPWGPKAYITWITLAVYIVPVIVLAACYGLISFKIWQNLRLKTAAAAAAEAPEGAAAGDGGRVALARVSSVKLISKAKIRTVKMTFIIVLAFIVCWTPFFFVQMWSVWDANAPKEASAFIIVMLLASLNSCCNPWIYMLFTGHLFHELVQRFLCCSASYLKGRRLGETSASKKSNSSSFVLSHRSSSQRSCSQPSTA
V1aR counter: activates human V1a receptor in oxytocin agonist counter-screen; P37288; CHO-V1R cells, Fluo-8 calcium fluorescence, agonist mode; 0% DMSO, 100% 3 nM vasopressin; activation, % at 3 µM; 320,000 tested, 0.25% active; AID 2797;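 active = activation above the mean activation of all tested compounds plus 3 SD, per screening run, cut at about 20% in these data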;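 also: signal is peak over basal fluorescence ratio across a 100 second FLIPR read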
M18AAP inhibitor: blocks P. falciparum M18 aspartyl aminopeptidase | recombinant PfM18AAP, H-Glu-NHMec fluorogenic cleavage | AID 1822 | 290,000 tested, 1.2% active | inhibition, % at 7.35 µM;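 active = inhibition above the campaign mean inhibition over all tested compounds plus 3 SD, cut at about 28% in these data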;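 also: 0% = plate median of test compound wells and 100% = 2 mM ZnCl2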
GPR7 antag: blocks human GPR7 receptor signaling; P48145; GPR7-expressing cells, fluorescence antagonist assay; inhibition, % at 4.4 µM; 290,000 tested, 1.1% active; AID 1861; in the data active = inhibition above about 16%, passing the limit was not always enough;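 also: cells stimulated with the agonist NPW; 0% = agonist with vehicle and 100% = vehicle without agonist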
Target sequence (P48145 whole entry, looked up): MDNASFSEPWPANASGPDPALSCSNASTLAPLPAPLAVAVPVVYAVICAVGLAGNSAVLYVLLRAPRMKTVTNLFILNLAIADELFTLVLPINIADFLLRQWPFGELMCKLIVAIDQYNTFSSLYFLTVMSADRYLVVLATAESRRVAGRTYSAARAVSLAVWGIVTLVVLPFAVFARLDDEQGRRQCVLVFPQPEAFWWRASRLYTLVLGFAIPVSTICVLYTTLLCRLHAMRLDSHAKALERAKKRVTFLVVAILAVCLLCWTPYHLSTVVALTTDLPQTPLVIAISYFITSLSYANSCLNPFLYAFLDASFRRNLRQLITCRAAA
OXTR potentiator: human OXTR potentiation; P30559; activation, % at 3 µM; AID 2445; CHO-OTR cells, Fluo-8 calcium fluorescence, potentiator mode; 0% = oxytocin EC15, 100% = EC100; 320,000 tested, 0.061% active;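 active = activation above that plate's cutoff, the mean activation of tested compounds plus 3 SD, cut at about 6.6% in these data, passing the limit was not always enough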;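 also: 100% uses oxytocin at 75 nM as the full agonist control; some results filed as inactive read as strong as hits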
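Dosing: Single dose, 3.0 µM nominal final compound concentration | Material: Human OTR in CHO cells | Technique: Kinetic Fluo-8 calcium fluorescence | Benchmarks: EC15 oxytocin alone as 0%, 75 nM oxytocin as 100% | Probe or stimulus: Oxytocin at about EC15, sub-maximal agonist stimulus | Incubation: Compound 6 min at room temperature before oxytocin, 100 s read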
MEKK2mut PB1 HTS: signal of MEK5 binding to mutant human MEKK2 PB1 domain. bead flow cytometry, Alexa488-MEK5 binding to MEKK2 mutant. percent response, % at 10 µM. 290,000 tested, 0.35% active. AID 1530; in the data active = percent response above about 24%, passing the limit was not always enough; also: inactives centre near 1; some results filed as inactive read as strong as hits
GalR3 antag: human GalR3 antagonism; inhibition, % at 3 µM; O60755; 360,000 tested, 0.44% active; HEK293 GalR3-CNG cAMP membrane potential fluorescence; galR3 body fused to GalR1 C-terminus; AID 651719;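 active = inhibition above the screen-wide average plus 3 SD, cut at about 13% in these data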;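 also: forskolin and galanin both at EC90 stimulate the cells; cAMP rise reported by CNG channel membrane potential dye signal; 0% = forskolin plus galanin with DMSO and 100% = forskolin alone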
Target sequence (O60755 1-299 limits assumed): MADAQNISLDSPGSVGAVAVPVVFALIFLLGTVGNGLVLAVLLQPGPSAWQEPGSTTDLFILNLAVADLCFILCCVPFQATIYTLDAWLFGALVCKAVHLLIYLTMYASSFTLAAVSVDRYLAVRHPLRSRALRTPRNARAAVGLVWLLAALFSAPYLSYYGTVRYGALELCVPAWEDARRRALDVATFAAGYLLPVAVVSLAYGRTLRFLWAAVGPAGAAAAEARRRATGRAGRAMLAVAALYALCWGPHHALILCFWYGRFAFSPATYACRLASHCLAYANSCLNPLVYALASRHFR
Numbers without * were called inactive; x = no result given; [ ] = remark or other dose. Rows are unselected; overall some 4.1% were active at least once.

SMILES	NALP1 yeast inh	MEKK2 WT-MEK5	OXTR agonist	V1aR counter	M18AAP inhibitor	GPR7 antag	OXTR potentiator	MEKK2mut PB1 HTS	GalR3 antag
O=C(CCN=C1NS(=O)(=O)c2ccccc21)OCc1nnc(-c2ccccc2)o1	x	x	-0.4	-0.8	x	x	-12	x	-4
Cc1nc2ncnn2c(C)c1CCC(=O)NCc1ccc2c(c1)OCO2	31	102	0.5	-0.9	0	8	5	0	-2
COc1cnc(SCc2c(Cl)cccc2Cl)nc1Cl	-6	107	2.6	0.8	-9	22	1	6	-2
COc1ccc(NC(=O)c2cc3c(CO)cnc(C)c3oc2=Nc2cccc(F)c2)c(OC)c1	-1	98	-0.1	0.9	-1	-7	-10	3	-3
CCN(CC)CCNS(=O)(=O)c1ccc(Cl)cc1	9	110	1.0	0.6	2	-2	-10	1	-1
CCn1c(O)c(N=NC(=O)c2ccc(CSc3nncn3C)cc2)c2ccccc21	13	94	0.0	-1.1	7	-14	-5	-2	-2
Cc1ccc(S(=O)(=O)N2CCC(C(=O)Nc3ccccc3N3CCCC3)CC2)cc1C	x	x	-2.5	-1.4	x	x	-12	x	-5
COc1ccccc1Oc1c(C)oc2c(CN3CCN(CCO)CC3)c(O)ccc2c1=O	6	55	1.1	0.7	-4	22	-2	-56	-3
COc1ccc(CNC(=O)c2cc3c(C)nc4ccccc4c3o2)c(OC)c1	-9	110	3.0	5.2	-2	0	-6	5	x
CC(=O)NCC(=O)NNC1CC(=O)N(c2cccc(Cl)c2)C1=O (stereo unspecified)	x	101	1.2	0.9	9	-12	-8	1	1
CCOC(=O)c1c(C)c(C(=O)Nc2ccc3c(c2)OCO3)c(C)n1C	11	101	-1.4	-0.7	1	-14	-6	3	-4
O=C(NNC(=O)c1cccs1)c1ccc(Br)cc1	13	97	0.9	1.6	-7	-6	-2	-7	2
COc1ccc(COc2ccccc2C(N)=O)cc1F	12	95	-0.3	2.2	1	-10	-9	0	-1
CC1=C(c2ccccc2)[N+](=O)C2(CCCCC2)N1[O-]	18	106	0.1	1.4	-10	6	-2	-3	-5
CCCCCCNC(=O)CNC(=S)N(Cc1cccs1)C1CCCCC1	-20	100	-1.6	-1.9	2	13	-7	2	-11

Results in OXTR agonist, NALP1 yeast inh and V1aR counter (three entries from above):
SMILES	OXTR agonist	NALP1 yeast inh	V1aR counter
COc1ccc(NC(=O)c2cc3c(CO)cnc(C)c3oc2=Nc2cccc(F)c2)c(OC)c1	-0.1	-1	0.9
CCOC(=O)c1c(C)c(C(=O)Nc2ccc3c(c2)OCO3)c(C)n1C	-1.4	11	-0.7
COc1ccc(CNC(=O)c2cc3c(C)nc4ccccc4c3o2)c(OC)c1	3.0	-9	5.2

More compounds follow.
SMILES	NALP1 yeast inh	MEKK2 WT-MEK5	OXTR agonist	V1aR counter	M18AAP inhibitor	GPR7 antag	OXTR potentiator	MEKK2mut PB1 HTS	GalR3 antag
CCOc1c2ccc(C(=O)NCc3cc(C(F)(F)F)cc(C(F)(F)F)c3)cc2nn1CCOC	-1	98	-1.9	-0.2	3	-13	-1	-3	-7
CCOC(=O)c1[nH]c(C)c(/C(O)=C2\C(=O)C(=O)N(CCCN(C)C)C2c2cccnc2)c1C (stereo unspecified)	9	107	-0.1	-0.1	3	5	-15	8	-1
Cc1ccc(N2C(=O)N(CC(=O)Nc3cc(F)ccc3C)C(=O)C2C)cc1 (stereo unspecified)	x	x	4.0	2.9	x	x	-10	x	5
CCOC(=O)C1CCCN(C(=O)CCC(=O)Nc2ccc3nc(N4CCOCC4)cc(C)c3c2)C1 (stereo unspecified)	9	x	-1.1	-0.1	10	-12	-5	x	-6
O=C1COc2ccc(C(=O)COC(=O)CNC(=O)c3ccccc3)cc2N1	-7	114	-0.9	0.6	0	-10	-4	0	-6
CCOC(=O)c1ccc(COC(=O)CNC(=O)CNC(=O)Cc2ccccc2)cc1	5	105	-1.1	0.7	-1	-9	2	4	1
COc1cccc(NC(=O)CSc2nnc(NC(=O)C3CCC3)s2)c1	22	95	3.6	4.4	1	-17	-8	0	-11
COc1ccc(S(=O)(=O)N(C)C)cc1NC(=O)CN1CCN(C(=O)C2CC2)CC1	x	x	0.2	0.4	x	x	-3	x	-3
COc1ccc(NS(=O)(=O)c2ccc3nc(COc4ccc(C#N)cc4)[nH]c3c2)cc1	13	107	-0.8	0.1	-9	-3	8	-3	-9
Cc1c(NS(=O)(=O)c2cccc(C(=O)NCc3ccc(Cl)cc3)c2)c(=O)n(-c2ccccc2)n1C	35	104	-2.2	3.1	1	14	-10	2	-1
Cc1cc(Br)ccc1NC(=O)CN1C(=S)NC(C)(C)CC1C (stereo unspecified)	29*	110	0.8	0.3	2	1	-19	5	-3
CC(C)Oc1cccc(-c2nnc(SCC(=O)Nc3ccc4c(c3)OCCO4)n2N)c1	10	92	-0.6	-0.6	11	-7	0	-6	-3
CC(C)C1(CCNC(=O)c2cccs2)CCOC(C)(C)C1 (stereo unspecified)	x	92	-0.2	1.3	-2	-10	3	-2	-3
CC1(C)CC(=O)C=C(NC2CCCCC2)C1	x	x	-0.1	0.0	x	x	-10	x	-11
CC(C)CCn1c(N2CCN(c3cccc(Cl)c3)CC2)nc2c1c(=O)[nH]c(=O)n2C	8	95	3.8	-0.1	2	-9	-14	1	-1
Cc1ccc(S(=O)(=O)N2CCN(C(=O)c3ccccc3)CC2)c(C)c1NS(C)(=O)=O	15	95	1.0	-0.3	1	-2	6	-3	-5
Cc1ccc(S(=O)(=O)/N=C2/NC(=O)/C(=C/c3cccnc3)S2)cc1	9	104	-0.4	1.5	7	-1	0	6	-4
O=C(COC(=O)c1cc(=O)c2ccccc2o1)NC1CCCC1	-2	107	-0.5	0.1	-14	-10	2	-1	-4
Cc1c(C)c2ccc(OS(C)(=O)=O)c(C)c2oc1=O	34	101	0.1	1.2	4	4	-10	0	-4
CN(C)CCN(Cc1ccco1)S(=O)(=O)c1ccc(-c2ccc(=O)[nH]n2)s1	26	104	1.4	1.4	3	-7	-4	0	5
CN1C(C(=O)NCc2ccc(OC(F)(F)F)cc2)CC2Cn3c(nc4cc5ccccc5cc43)C21 (stereo unspecified)	x	96	2.1	5.4	x	x	-6	4	-4
O=C(Cc1cccc2ccccc12)NN1C(=O)CSC1=S	7	97	0.3	0.3	20	-5	-8	-2	-4
O=C(O)CCC(=O)N1CCN(c2ccc(C(=O)c3ccc(F)cc3)cc2)CC1	6	94	0.7	0.4	1	-4	-11	-3	7
Cn1c(=O)cc(SCC(=O)N2CCCC2)c2ccccc21	-4	x	0.9	1.6	2	-1	-1	x	-2
COc1ccccc1C1NC(=O)NC(C)=C1C(=O)OCc1ccccc1 (stereo unspecified)	5	99	0.1	0.2	1	-1	-3	3	-10
CC(OC(=O)c1cc2sccc2n1C)C(=O)NCc1ccc(F)cc1 (stereo unspecified)	28	97	-2.5	-1.1	-1	0	-18	-4	-3
CN(C)/C=C(/C(=O)c1ccc(Cl)cc1Cl)S(=O)(=O)c1ccc(Cl)cc1	26	99	0.1	-0.3	7	2	-5	-3	-2
Fc1ccccc1Cn1cc(C(=S)N2CCOCC2)c2ccccc21	x	99	-2.5	-0.8	3	2	-23	2	1
Cc1cc(N2CCC(C)CC2)n2ncc(-c3ccccc3)c2n1	9	101	-2.6	-0.7	7	0	-12	14	2
O=C(/C=C/c1cccs1)N1CCN(c2ccc(O)cc2)CC1	3	106	0.5	-0.1	45*	0	6	4	-2
Cc1nc(NC(=O)c2ccc(Br)s2)sc1C(=O)N(C)C	29	104	2.3	-0.4	-9	1	-8	0	-6
CC(NC(=O)Nc1ccccc1)C(c1cccs1)N1CCOCC1 (stereo unspecified)	1	108	-1.6	0.6	5	-3	-3	10	x
CCOC(=O)CNC(=O)CSc1ncccc1-c1nc2ccccc2[nH]1	1	109	1.2	-0.5	5	-14	2	5	-10
CCN(CC)CCNC(=S)NC(=O)c1cn(-c2ccccc2)nc1-c1ccc(OC)cc1	1	148*	4.8	0.3	3	-12	-14	28	-7
Cc1ccc(S(=O)(=O)N2CCN(C(=O)C(C)Cn3nc(C)c(C)c3C)CC2)cc1C (stereo unspecified)	-2	100	8.4	5.8	-3	-11	-8	1	-9
COCCCN(C(=O)CCOc1ccccc1C)c1c(N)n(Cc2ccccc2)c(=O)[nH]c1=O	x	x	-2.9	-1.1	x	x	-6	x	-1
N#Cc1c(Nc2ccccc2)sc(C(=O)C2CC2)c1N	21	106	-1.6	0.0	2	-6	-8	0	-4
CC[C@@]12C(=O)N(c3ccc(C)cc3)C(=O)N1[C@H](c1ccc(OC)cc1)[C@@H]1C(=O)N(C(C)(C)C)C(=O)[C@@H]12	1	100	-1.7	-1.4	-1	-5	-3	6	-6
COc1ccc(CCNC(=O)COC(=O)c2cc(=O)[nH]c3ccccc23)cc1	x	x	0.1	0.7	x	x	-1	x	-5
O=[N+]([O-])c1ccc(Oc2cccc(C(F)(F)F)c2)nc1	x	99	-2.4	-1.1	1	-18	-9	-7	-4
COC(=O)c1ccc(Oc2nc3c(c(=O)n(C)c(=O)n3C)n2CCC(C)C)cc1	15	108	-0.5	0.8	-5	-6	-2	4	-1
CC(=O)Oc1ccc(-c2cc3ccccc3oc2=O)cc1	x	x	-1.9	0.7	x	x	-5	x	-6
Cc1ccc2c(c1)CC1(CN2C)C(=O)OC2(CCCCC2)OC1=O	20	104	-0.6	-0.2	11	-6	-16	-2	-2
O=C(Nc1ccc(Cl)cn1)c1ccc2c(Cl)c3c(nc2c1)CCC3	x	47*[inhibitor]	0.1	0.3	1	-6	-13	-13	-2
NC(=O)COC(=O)c1cccc(S(=O)(=O)N2CCN(c3ccccc3)CC2)c1	-13	95	-0.2	0.2	-3	-5	-14	-7	1
CCCCC(NC(=O)c1ccccc1)C(=O)OCC(=O)N1c2ccccc2Sc2ccccc21 (stereo unspecified)	-5	87	-0.1	1.5	-7	4	-24	-2	-3
NC(=O)c1cc2nc(-c3ccco3)cc(C(F)(F)F)n2n1	-15	95	0.3	1.0	4	-2	-10	9	5
CCOC(=O)/C=c1\s/c(=C\c2ccc(C)cc2)c(=O)n1CC(=O)NCc1ccco1	22	96	-0.3	0.7	-1	-8	-9	-1	-1
O=C(NC1CCCCCC1)C1CC(=O)N(c2ccc(Cl)cc2)C1 (stereo unspecified)	4	94	1.7	2.5	-5	3	-5	-2	-2
COc1ccccc1N1C(=O)CC(N2CCN(c3ccc(F)cc3)CC2)C1=O (stereo unspecified)	-24	98	3.1	0.4	1	-1	-6	1	-11
O=S(=O)(Nc1ccc2cn[nH]c2c1)c1cc(Br)ccc1Br	x	x	2.7	1.7	x	x	-1	x	2
COc1ccc2occ(C(=O)c3ccc(N=C(C)N(C)C)cc3)c2c1	x	x	4.0	1.3	3	5	-7	x	-2
COc1ccc(OC)c(CNC(=O)c2cc(=O)[nH]c3ccc(S(=O)(=O)N4CCCC4)cc23)c1	3	108	1.3	0.1	9	-12	3	0	-7
COc1ccc(C(=O)Nc2ccc3c(c2)OCCO3)cc1S(=O)(=O)N1CCOCC1	x	x	-2.4	-1.0	x	x	2	x	-4
Cc1ccc(O)c(C2=Nc3ccccc3N=C(c3ccco3)C2)c1	-10	98	-2.4	-0.4	-1	-6	-1	1	-4

Screens as filed in PubChem.
